POLB inh: qHTS Assay for Inhibitors of DNA Polymerase Beta; Pol beta primer extension/strand displacement, fluorescence kinetic; Potency, µM (top dose mostly 114 µM), inactives show top-dose activity change, negative = inhibition, most hits filed as inhibitors; 340,000 compounds, 1.3% hits; note: % is set by controls: 0 for no effect and ±100 for the full control effect
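Reaction started by 50 nM substrate onto compound-treated Pol beta (10 nM, 15 min preincubation, room temperature); plates read at 0 min and 10 min. Normalized concentration-effect data fitted by four-parameter Hill equation.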
BLM helicase inh: qHTS Assay for Inhibitors of Bloom's syndrome helicase (BLM). RecQ-like DNA helicase BLM (Homo sapiens), P54132. recombinant BLM DNA unwinding, fluorescence dequenching. Potency, µM (top dose mostly 56.1 µM), inactives show top-dose activity change, negative = inhibition, usual class: inhibitors. 350,000 compounds, 0.2% hits. AID 2528, 2010;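 note: plate controls were vehicle for no effect and no enzyme for full effect; nearly all actives have a fitted effect of over 35% in size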
Pol iota inh: qHTS for Inhibitors of Polymerase Iota; 390,000 compounds, 1% hits; Pol iota fluorescent replication assay, 10 min; Potency, µM (doses to about 115 µM), for inactives: at the top dose activity, negative = inhibition, hits mostly inhibitors; AID 588590, 2011; DNA polymerase iota (Homo sapiens), Q9UNA4
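Fluorescent replication assay read twice, at 0 min and 10 min after adding 50 nM (final) substrate. Enzyme (10 nM) and compounds were first incubated 15 min at room temperature; enzyme-free buffer wells were negative controls.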
Pol kappa inh: qHTS for Inhibitors of Polymerase Kappa; purified Pol kappa, fluorescent DNA synthesis assay, 10 min; 400,000 compounds, 0.53% hits; Potency, µM (doses to about 107 µM), without a hit: at the top dose activity, negative = inhibition, hits mostly inhibitors; DNA polymerase kappa (Homo sapiens), Q9UBT6; note: % is set by controls: 0 for no effect and ±100 for the full control effect
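Fluorescent qHTS in 1536-well format: enzyme (10 nM) and compound sat 15 min at room temperature before 50 nM substrate (final) was added. Signal taken at 0 and 10 min; no-enzyme buffer wells were negative controls.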
POLH inh: qHTS for Inhibitors of Polymerase Eta; DNA polymerase eta (Homo sapiens), Q9Y253; recombinant Pol eta, fluorescent DNA replication assay; Potency, µM (doses to about 114 µM), for the others: top-dose activity change, negative = inhibition, usual class: inhibitors; 390,000 compounds, 1.2% hits; note: % is set by controls: 0 for no effect and ±100 for the full control effect
Target sequence (Q9Y253 whole entry, looked up): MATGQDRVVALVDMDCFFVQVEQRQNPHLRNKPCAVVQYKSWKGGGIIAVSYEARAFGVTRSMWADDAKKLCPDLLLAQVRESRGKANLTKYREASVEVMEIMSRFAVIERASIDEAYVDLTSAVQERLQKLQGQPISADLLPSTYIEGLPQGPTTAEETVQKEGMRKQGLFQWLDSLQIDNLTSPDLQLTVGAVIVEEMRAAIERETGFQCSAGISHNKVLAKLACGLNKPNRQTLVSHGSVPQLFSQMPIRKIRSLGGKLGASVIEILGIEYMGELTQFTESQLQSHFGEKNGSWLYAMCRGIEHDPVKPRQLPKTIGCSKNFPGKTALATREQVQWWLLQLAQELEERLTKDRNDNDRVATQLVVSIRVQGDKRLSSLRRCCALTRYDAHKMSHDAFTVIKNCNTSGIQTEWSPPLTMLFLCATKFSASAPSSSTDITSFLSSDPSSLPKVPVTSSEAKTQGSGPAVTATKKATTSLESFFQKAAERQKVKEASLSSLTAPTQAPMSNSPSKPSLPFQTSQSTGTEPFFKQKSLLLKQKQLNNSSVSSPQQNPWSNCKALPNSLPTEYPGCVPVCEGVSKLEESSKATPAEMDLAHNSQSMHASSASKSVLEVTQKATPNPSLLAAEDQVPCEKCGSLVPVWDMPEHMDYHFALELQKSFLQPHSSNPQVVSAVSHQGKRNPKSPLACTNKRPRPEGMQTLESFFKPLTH
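Pol eta (10 nM) was preincubated with compounds for 15 min at room temperature, after which fluorescent replication substrate (50 nM final) was added to start the reaction. Fluorescence was read kinetically at 0 and 10 min.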
BAZ2B block: qHTS Assay for Inhibitors of BAZ2B; Bromodomain adjacent to zinc finger domain protein 2B (Homo sapiens), Q9UIF8; AlphaScreen BAZ2B-H3K14Ac peptide displacement; Potency, µM (titrated, usually from 114 µM), for inactives: at the highest dose activity change, negative = inhibition, actives largely listed as inhibitors; 360,000 compounds, 4.4% hits; note: % is set by controls: 0 for no effect and ±100 for the full control effect; nearly all actives have a fitted effect of over 60% in size
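Inhibition is scored as reduced AlphaScreen emission. The BAZ2B/b-H3(5-23)K14Ac complex (50 nM each) in PBS pH 7.4, 0.01% Tween-20 meets compound (up to 110 uM) for 30 min at RT before bead addition.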
Anesthetic bind: qHTS Assay for Identification of Novel General Anesthetics | apoferritin/1-aminoanthracene competitive binding, fluorescence | Potency, µM (top dose mostly 77.5 µM), for inactives: at the top dose activity change, negative = displacement, actives largely listed as inhibitors | 350,000 compounds, 0.074% hits; note: % is set by controls: 0 for no effect and ±100 for the full control effect; nearly all actives have a fitted effect of over 20% in size
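Read-out: endpoint 1-AMA fluorescence, excitation 380 nm and emission 535 nm, after compounds sit 10 min at room temperature with 10 uM horse-spleen apoferritin in 50% saturated 1-AMA/PBS. Values come from four-parameter Hill fits.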
G9a inh: qHTS Assay for Inhibitors of Histone Lysine Methyltransferase G9a. Histone-lysine N-methyltransferase EHMT2 (Homo sapiens), Q96KQ7. 350,000 compounds, 8.8% hits. G9a H3K9 monomethylation, AlphaScreen, 2 h. Potency, µM (series often up to 102 µM), for inactives: at the top dose activity, negative = inhibition, most hits filed as inhibitors; note: % is set by controls: 0 for no effect and ±100 for the full control effect; nearly all actives have a fitted effect of over 75% in size
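AlphaScreen detection with an anti-monomethyl H3K9 antibody quantified product after a 2 h room-temperature reaction containing 500 nM biotinylated H3K9 peptide, 20 µM SAM and 20 nM enzyme, which had been preincubated 15 min with compound.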
APEX1 inh: qHTS Assay for Inhibitors of the Human Apurinic/apyrimidinic Endonuclease 1 (APE1); AID 2517, 2012; recombinant APE1, TAMRA/BHQ-2 abasic DNA cleavage fluorescence; DNA repair nuclease/redox regulator APEX1 (Homo sapiens), P27695; Potency, µM (titrated, usually from 65.8 µM), inactives show top-dose activity change, negative = inhibition, most hits filed as inhibitors; 350,000 compounds, 0.35% hits;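 note: plate controls were vehicle for no effect and reference inhibitor for full effect; nearly all actives have a fitted effect of over 55% in size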
Target sequence (P27695 whole entry, looked up): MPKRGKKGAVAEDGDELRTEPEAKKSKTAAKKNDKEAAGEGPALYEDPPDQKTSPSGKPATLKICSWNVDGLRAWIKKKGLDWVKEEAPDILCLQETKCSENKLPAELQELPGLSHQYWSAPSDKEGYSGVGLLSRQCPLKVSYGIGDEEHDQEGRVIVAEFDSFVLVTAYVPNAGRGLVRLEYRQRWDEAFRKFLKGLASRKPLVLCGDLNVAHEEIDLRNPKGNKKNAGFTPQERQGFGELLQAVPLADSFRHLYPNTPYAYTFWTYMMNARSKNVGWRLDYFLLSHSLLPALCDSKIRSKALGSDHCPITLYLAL
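0.75 nM APE1 + cpd, 15 min RT; start w/ 50 nM TAMRA/BHQ-2 THF-abasic dsDNA; kinetic fluor 525/598 nm ×3 reads @60 s; Δ(read3−read1); normalized to DMSO and NSC13755 control wells.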
* marks the source's active call; other numbers are inactive results; ? = inconclusive; . = no result given; [ ] = another dose, or the depositor's remark. Calls come from the whole dose curve; as a rule, active = well fitted curve in the direction sought with a large enough effect; inconclusive = small, poorly fitted or top-dose-only effect, or another doubt; inactive = no such curve, though single readings can be large; an effect the other way counts as inactive or inconclusive. Potency is the fitted concentration of half-maximal effect.

SMILES | POLB inh | BLM helicase inh | Pol iota inh | Pol kappa inh | POLH inh | BAZ2B block | Anesthetic bind | G9a inh | APEX1 inh
O=C(CN(Cc1ccccc1)C(=O)CCC(=O)Nc1nccs1)NCc1ccc(F)cc1 | 50% | 2% | 43%[activator] | -12% | 7% | 10% | -1% | -2%[59 µM] | 2%[12.4 µM]
CCOc1cc(N2CCOCC2)c(OCC)cc1NC(=O)c1cccc(N(C)C)c1 | 27% | -1% | 104%[activator] | -4% | -8% | 40µM* | -4% | 45µM* | ?
O=C(Nc1ccc(Cl)cc1)N(C1=NCCC1)c1ccc(OC(F)F)cc1 | 5% | -7% | ? | -4% | 2% | -1% | -24% | 7%[59 µM] | -1%
C/C(=N\Nc1nc2ccccc2[nH]1)c1cc2ccccc2o1 | 1% | -9% | 120%[activator] | -14% | -10% | ? | 3% | 45µM* | -2%
O=C(c1cncc(Br)c1)N1CCN(S(=O)(=O)c2ccccc2)CC1 | -8% | -4% | 41%[activator] | -2% | -1% | -1% | -5% | 8% | 39%
Cc1ccc(-n2c(SCC(N)=O)nc3c(oc4ccccc43)c2=O)cc1C | 11% | 2% | -17% | 1% | -13% | -19% | -20% | 14%[59 µM] | .
CN(c1ccc(C(=O)Nc2ccccn2)cc1)S(=O)(=O)c1ccccc1 | -2% | -3% | -2% | -17% | -7% | -26% | -21% | ? | 0%
CCCN(C(=O)c1sc2nc3n(c(=O)c2c1C)CCCC3)c1ccccc1C | -3% | -6% | 20% | -16% | -20% | ? | 7% | ? | .
Cc1c(C)c2ccc(OCC(=O)Nc3ccc(N4CCC(C)CC4)cc3)cc2oc1=O | 2% | 1% | 50%[activator] | -8% | -25% | -30% | -22% | 24% | 11%
O=C(NC1CCCC1)C1CC(=O)N(CCc2ccccc2)C1 (stereo unspecified) | 10% | 2% | 1% | -9% | -3% | 7% | -7% | 4%[59 µM] | -2%
O=C1c2ccccc2C(=O)N1CCC#Cc1ccc2cc(C3(O)CCCCC3)oc(=O)c2c1 | . | . | 35%[activator] | 2% | 0% | -4% | . | 1%[0.501 µM] | 19%
CCN(C[C@H]1N[C@@](CC)(C(=O)OC)[C@H]2C(=O)N(C)C(=O)[C@@H]12)C(=O)C1CCCCC1 | . | . | ? | 1% | -6% | . | . | . | 14%
Cc1cccc(C(=O)N(c2ccccn2)C(C)c2ccco2)c1 (stereo unspecified) | 1% | -3% | 138%[activator] | -13% | -7% | -16% | -14% | -1% | -4%
O=C(Nc1ccc2c(c1)OCO2)Nc1ccc(Br)cn1 | 4% | -2% | -4% | -16% | -2% | -2% | 8% | -6%[2.33 µM] | -1%
CCOC(=O)N1CCN(C(=O)CSc2ncccn2)CC1 | 6% | 0% | 8% | -2% | -15% | -5% | -3% | 23%[12.7 µM] | -1%
COc1ccc(NS(=O)(=O)c2cccc(C(=O)NNC(=O)c3ccccc3O)c2)cc1 | . | . | 13% | 1% | -7% | -24% | . | 11%[12.7 µM] | 8%
Cc1cccc(N2CCN(C(=O)CCNS(=O)(=O)c3ccc4c(c3)CCN4C(=O)C3CC3)CC2C)c1 (stereo unspecified) | 1% | 0% | -8% | -11%[60.1 µM] | -3% | -10% | -13% | 9%[59 µM] | .
Cc1ccc(C(=O)NCCNC(=O)CN2CCCC2)cc1 | 14% | -6% | 3% | 2% | 9% | 0% | -7% | 6%[59 µM] | 1%
CCOC(=O)/C(=N\Nc1ccccc1)c1csc(Nc2ccc(C)cc2)n1 | -2% | -9% | 10% | -5% | -5% | -32% | ? | -3%[12.7 µM] | -2%
CCn1c(CNC(=O)c2ccc(Cl)cc2)nnc1SCC(=O)NC1=NCCS1 | 5% | -1% | 66%[activator] | 10% | 3% | -18% | 2% | ? | 32%[activator]
O=C(c1ccc(C(F)(F)F)cc1)C1CCCN(C(=O)Cn2cnnn2)C1 (stereo unspecified) | 13% | 2% | -9% | 2% | -1% | 4% | -12% | 23% | -7%
O=C(Nc1ccc2c(c1)oc1ccccc12)c1cccnc1 | 0% | -1% | -20% | -13% | -15% | 4% | -14% | 2% | ?
CC(C)c1[nH]nc2c1C(c1ccc(OC(=O)c3ccco3)cc1)C(C#N)=C(N)O2 (stereo unspecified) | 16% | -5% | -14% | -10% | -18% | -29% | -10% | 50µM* | -3%
C=CC[C@H](CC(=O)NCCO)C(=O)N[C@@H](COC(=O)[C@@H](CC=C)Cc1ccc(F)cc1)Cc1ccccc1 | . | . | 18% | 7% | -22% | . | . | . | -12%
O=C(c1ccc2c(=O)n(C3CCCC3)c(=S)[nH]c2c1)N1CCc2ccccc21 | 0% | -5% | 11% | -3% | -6% | -5% | -11% | -8%[59 µM] | -4%

Marked active in BAZ2B block, of those listed so far:
Molecule	BLM helicase inh	Pol iota inh	Pol kappa inh	POLH inh	BAZ2B block	Anesthetic bind	G9a inh
CCOc1cc(N2CCOCC2)c(OCC)cc1NC(=O)c1cccc(N(C)C)c1	-1%	104%[activator]	-4%	-8%	40µM*	-4%	45µM*

Carrying on.
SMILES | POLB inh | BLM helicase inh | Pol iota inh | Pol kappa inh | POLH inh | BAZ2B block | Anesthetic bind | G9a inh | APEX1 inh
CC(=O)c1cnn(-c2cc(Oc3cccc(C)c3)ncn2)c1C | 39% | 2% | -4% | -1% | -7% | 5% | -9% | 23%[59 µM] | 11%
Cc1ccccc1OCc1nc2ccccc2c(=O)n1/N=C/c1cn[nH]c1-c1ccccc1 | 0% | -1% | -16% | -3% | -23% | -2% | -11% | -2% | -1%
Cc1cccc(NS(=O)(=O)c2ccc(NC(=O)CN(c3cc([N+](=O)[O-])ccc3C)S(C)(=O)=O)cc2)c1 | 12% | -11% | 2% | -10% | -14% | -34% | -14% | ? | -5%
Cc1sc2nc(COC(=O)c3ccc(O)cc3)[nH]c(=O)c2c1C | -1% | 1% | 29% | 3% | 5% | -14% | 0% | -5% | ?
CCc1cc(CNC(=O)c2ccc(OC3CCN(C(C)=O)CC3)c(OC)c2)on1 | 34% | 2% | -9% | -5% | -3% | -6% | -2% | -5% | 31%
O=C(CSc1ncccc1C(=O)Oc1ccccc1Cl)Nc1ccc(C(F)(F)F)cc1Cl | 2% | -4% | 7% | -3%[60.1 µM] | -14% | 5% | -12% | ? | .
O=c1c2ccccc2oc2cc(-c3ccc(CN4CCOCC4)cc3)ccc12 | . | . | 34% | 12% | -15% | -34% | . | 8%[0.501 µM] | -14%
Cc1cc(C)cc(OCCCC(=O)O)c1 | -25% | -2% | 12% | -5% | -1% | -2% | 7% | -48% | 0%
COc1cccc2c(=S)c(CCC(C)=O)c(C)[nH]c12 | 32% | 3% | -12% | -9% | -16% | -8% | 32%[activator] | 1.6µM* | 7%
C=CCOc1ccc(/C=C/C(=O)OCC(=O)NCCc2ccccc2)cc1 | . | . | 7% | -13% | -10% | -3% | . | -8% | -13%
COC(=O)c1ccccc1S(=O)(=O)N(CCCN1CCOCC1)Cc1cccs1 | 26% | 4% | 1% | -3% | 4% | 50µM* | -10% | 7.9µM* | 1%
CC(C)(C)c1ccc(S(=O)(=O)NC(Cc2ccccc2)C(=O)O)cc1 (stereo unspecified) | -1% | -1% | 38%[activator] | -12% | 1% | -34% | -9% | 79µM* | 4%
Cc1cccc(OCC(=O)NCCCNC(=O)c2cccnc2)c1 | 11% | -3% | -11% | -1% | 9% | -1% | -6% | 28% | 19%
COc1ccc(-n2c(COc3ccc4c(c3)OCO4)nnc2SCC(=O)O)cc1 | 0% | -1% | 13% | -25% | -16% | -27% | 2% | 50µM* | 5%
O=C(Nc1ccc2nc(SCCOc3ccccc3)sc2c1)c1cccs1 | ? | -2% | 2% | 6% | -21% | 0% | 50%[activator] | 17%[59 µM] | .
COc1ccc2nc(SCC(N)=O)[nH]c2c1 | -6% | -2% | 6% | 3% | -7% | 4% | 6% | -25%[12.7 µM] | 19%
CSc1ccc(/C=N/NC(=O)CNc2cccc3ccccc23)cc1 | 2% | -2% | 110%[activator] | 3% | -13% | 8% | ? | ? | 4%
CC1=C(C(N)=O)C(c2ccc(C)cc2)n2nc(SCc3ccccc3)nc2N1 (stereo unspecified) | 6% | -2% | -22% | -6% | -1% | -3% | -1% | -24%[59 µM] | .
CC(C)SC1=NC(C)(C)C=C(/C=C/c2c(Cl)cccc2Cl)N1 | -3% | -8% | 10% | -8% | ? | -15% | ? | 45µM* | 0%
CCn1cc(Br)c(C(=O)Nc2ccc(F)c(Cl)c2)n1 | 22% | -6% | 9% | -5% | 1% | 22% | -20% | 5%[59 µM] | 15%
CSc1cccc(NC(=S)N2CCC(c3ccccc3)C2)c1 (stereo unspecified) | 4% | -10% | 7% | -2% | -14% | -26% | 1% | 0% | 14%
Cc1ccccc1NC(=O)NNC(=O)c1ccc2ccccc2c1O | 22% | -1% | ? | -8% | 12% | 0% | 1% | . | -2%
O=C(c1c[nH]c2ccc(F)cc2c1=O)N1CCCCCC1 | 2% | 0% | 48%[activator] | 9% | 12% | -6% | -9% | -27%[59 µM] | 4%
CCOC(=O)c1cnc2c(Cl)cccc2c1NCCCN1CCOCC1 | 10% | 2% | 17% | -6% | -13% | 0% | -13% | -10% | 22%

Three entries picked at random from the list so far, as already listed:
SMILES | POLB inh | BLM helicase inh | Pol iota inh | Pol kappa inh | POLH inh | BAZ2B block | Anesthetic bind | G9a inh | APEX1 inh
CC(=O)c1cnn(-c2cc(Oc3cccc(C)c3)ncn2)c1C | 39% | 2% | -4% | -1% | -7% | 5% | -9% | 23%[59 µM] | 11%
Cc1cc(C)cc(OCCCC(=O)O)c1 | -25% | -2% | 12% | -5% | -1% | -2% | 7% | -48% | 0%
CCn1cc(Br)c(C(=O)Nc2ccc(F)c(Cl)c2)n1 | 22% | -6% | 9% | -5% | 1% | 22% | -20% | 5%[59 µM] | 15%

A portion of the library; count on the stated rates, not on these rows.
